# Screening data as filed in PubChem BioAssay.
# CHO-K1 Ca antag: M1 antagonist counterscreen hit in parental CHO-K1 cells | ATP-induced calcium, Fluo-8 fluorescence | inhibition, % at 3 µM | actives 0.6% (n = 360,000) | AID 602250;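 active = inhibition above a per-plate cutoff, the plate's mean sample inhibition plus 3 SD, cut at about 24% in these data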;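 also: 0% = DMSO plus EC80 ATP and 100% = DMSO alone without ATP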
# CHO-K1 Ca PAM: M1 PAM counterscreen hit in parental CHO-K1 cells; actives 0.02% (n = 360,000); ATP EC20, Fluo-8 calcium fluorescence; 0% at ATP EC20, 100% at ATP max; activation, % at 3 µM;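 active = activation above the run cutoff, the mean activation of all test compounds plus 3 SD, cut at about 40% in these data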;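 also: peak over basal fluorescence ratio in a 140 s read after ATP addition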
# CHRM1 agonist: activates human CHRM1 receptor | P11229 | CHO-K1 hM1, Fluo-8 calcium fluorescence, agonist mode; 0% DMSO, 100% acetylcholine EC100 | activation, % at 3 µM | actives 0.33% (n = 360,000) | AID 588814;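 active = activation above the run's mean compound activation plus 3 SD, cut at about 16% in these data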;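 also: peak over basal fluorescence ratio within a 140 s kinetic read after compound addition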
# Target sequence (P11229 whole entry, looked up): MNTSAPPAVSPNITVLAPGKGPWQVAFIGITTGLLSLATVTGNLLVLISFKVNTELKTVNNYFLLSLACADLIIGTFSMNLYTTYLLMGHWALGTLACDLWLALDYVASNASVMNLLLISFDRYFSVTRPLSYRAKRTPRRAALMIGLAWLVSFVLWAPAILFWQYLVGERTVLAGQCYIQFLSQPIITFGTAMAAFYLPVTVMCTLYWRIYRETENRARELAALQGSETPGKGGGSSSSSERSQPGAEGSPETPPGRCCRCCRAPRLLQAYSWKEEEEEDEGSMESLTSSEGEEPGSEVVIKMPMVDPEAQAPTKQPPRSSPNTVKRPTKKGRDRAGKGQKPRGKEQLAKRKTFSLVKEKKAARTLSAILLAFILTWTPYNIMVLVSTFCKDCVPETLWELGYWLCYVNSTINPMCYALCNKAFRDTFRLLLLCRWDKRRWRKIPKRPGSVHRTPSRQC
# CHO-K1 Ca ag: counter-screen for M1 agonists: effect in parental CHO-K1 cells | Fluo-8 calcium fluorescence; scaled to maximal ATP response, vehicle zero | activation, % at 3 µM | actives 0.48% (n = 360,000) | AID 602248; in the data active = activation above about 15%;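 also: untransfected CHO-K1 host cells lacking M1 receptor as counterscreen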
# OXTR potentiate: potentiates the human oxytocin receptor response; CHO-OTR cells, Fluo-8 calcium fluorescence, potentiator mode; 0% = oxytocin EC15, 100% = EC100; activation, % at 3 µM; actives 0.061% (n = 320,000); AID 2445;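 active = activation above that plate's cutoff, the mean activation of tested compounds plus 3 SD, cut at about 6.6% in these data, passing the limit was not always enough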;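 also: 100% uses oxytocin at 75 nM as the full agonist control; some results filed as inactive read as strong as hits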
# Target sequence (P30559 whole entry, looked up): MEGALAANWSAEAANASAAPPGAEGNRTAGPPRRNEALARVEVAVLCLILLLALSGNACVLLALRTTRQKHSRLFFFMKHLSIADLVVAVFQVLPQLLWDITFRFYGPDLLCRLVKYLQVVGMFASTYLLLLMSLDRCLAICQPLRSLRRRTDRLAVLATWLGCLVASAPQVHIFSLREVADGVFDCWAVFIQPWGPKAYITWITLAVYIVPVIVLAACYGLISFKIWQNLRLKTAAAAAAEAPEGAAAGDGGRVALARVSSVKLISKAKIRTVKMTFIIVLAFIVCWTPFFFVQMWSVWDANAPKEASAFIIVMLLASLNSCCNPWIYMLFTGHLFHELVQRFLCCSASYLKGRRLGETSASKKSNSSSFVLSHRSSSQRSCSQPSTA
#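 test system = CHO-OTR cells, human receptor | compound = single-point 3.0 µM | schedule = 6 min compound pre-incubation at room temperature, 100 s kinetic read | signal = Fluo-8 no-wash calcium dye fluorescence, excitation 470-495 nm, emission 515-575 nm | repeats = single well per compound, singlicate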
# CHRM1 antagonist: human CHRM1 antagonism | CHO-K1 hM1, Fluo-8 calcium fluorescence, ACh EC80 antagonist | inhibition, % at 3 µM | actives 1.3% (n = 360,000) | AID 588852;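 active = percent inhibition above its own plate's cutoff, namely the mean of that plate's compound wells plus 3 SD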;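 also: peak over basal fluorescence ratio during 140 s after agonist addition; 0% = ACh EC80 plus DMSO and 100% = DMSO alone without agonist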
# TAAR1 agonist: agonists of human TAAR1; CHO RD-HGA16 TAAR1, Fluo-8 calcium fluorescence; vehicle wells 0%, saturating PEA agonist 100%; activation, % at 3 µM; actives 0.99% (n = 360,000);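 active = activation above the mean activation of all test compounds in the run plus 3 SD, cut at about 38% in these data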
#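 System: CHO-derived RD-HGA16 cells with stable Gα16 and human TAAR1 / Times: 17-24 h plating, Fluo-8 75 min 37 °C, 30 min RT / Technique: calcium-sensitive Fluo-8 signal, excitation 470-495, emission 515-575 nm / Measure: % activation relative to PEA EC100 response / Benchmarks: DMSO and PEA EC100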
# TAAR1 antag: antagonists of human TAAR1; CHO RD-HGA16 TAAR1, Fluo-8 calcium fluorescence, antagonist; inhibition, % at 3 µM; actives 1.5% (n = 360,000);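 active = inhibition above a per-plate cutoff, the mean inhibition of test compounds on that plate plus 3 SD, cut at about 49% in these data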;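 also: 0% = DMSO plus EC80 beta-PEA response and 100% = DMSO alone without agonist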
#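 Material: RD-HGA16 CHO cells with stable hTAAR1 and Gα16; Dosing: single nominal final test compound concentration of 3 µM; Schedule: seeding 17-24 h prior, 75-min 37 °C, 30-min RT dye loading; Detection: kinetic Fluo-8 calcium fluorescence measurement; Measure: % inhibition from peak post-agonist over basal fluorescence ratio; Benchmarks: vehicle and agonist controls.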
# CHO parental Ca: signal in parental CHO cells, OX1R antagonist counter-screen; parental CHO-K1, ATP-induced calcium, Fluo-8 fluorescence; inhibition, % at 5.6 µM; actives 0.63% (n = 330,000); AID 463079;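 active = inhibition above that plate's mean sample inhibition plus 3 SD, cut at about 26% in these data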;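 also: 0% = ATP-challenged DMSO wells and 100% = DMSO wells without ATP; some compounds past the cut are filed as inactive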
#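 Test system: untransfected parental CHO cell line; also added: ATP stimulus; dosing: 5.6 µM, single dose; signal: calcium-sensitive Fluo-8 fluorescence; measure: percent inhibition of ATP-evoked calcium rise, normalized to controls; benchmarks: low control ATP plus DMSO, high control DMSO only; replication: one well per compound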
# Starred values were filed as active, the others as inactive; / = no result given.
# Below each SMILES – CHO parental Ca	CHRM1 antagonist	TAAR1 antag	CHO-K1 Ca PAM	CHO-K1 Ca antag	CHO-K1 Ca ag	OXTR potentiate	CHRM1 agonist	TAAR1 agonist
1: COc1cc(C(=S)NCc2ccccc2)cc(Br)c1O
  -2	-7	10	20	-6	0.1	-15	-7	2
2: Cc1cc(C)nc(NS(=O)(=O)c2ccc(NC(=O)C3COc4ccccc4O3)cc2)n1 (stereo not given)
  0	-11	4	25	-8	0.3	-18	-5	6
3: CCC(=O)c1ccc(N2CCN(C(=O)c3cccs3)CC2)c(F)c1
  -3	-12	15	-10	26*	3.3	-18	-1	3
4: NNC(=O)c1[nH]c2ccc(Cl)cc2c1-c1ccccc1
  -17	-14	-27	17	-8	1.0	-16	-4	4
5: Cc1cnc(C(=O)Nc2ccc(N3CCOCC3)cc2)cn1
  -4	-7	11	18	-17	0.3	2	-4	-1
6: CCC1COCCS(=O)(=O)N1Cc1ccccc1 (stereo not given)
  -14	-2	12	4	9	-0.6	-8	1	1
7: O=C(c1cc2ccccc2o1)N1CCN(S(=O)(=O)c2c(F)cccc2F)CC1
  -13	7	-1	7	-5	1.1	-4	-3	19
8: O=c1[nH]c(C2CCN(S(=O)(=O)c3ccccc3)CC2)nc2c1nnn2Cc1c(F)cccc1Cl
  -21	-6	-19	16	-19	0.9	-2	-6	5
9: COCCNC(=O)Cn1cc(/C=C(\C#N)C(=O)NC2CCCC2)c2ccccc21
  -10	-15	21	12	-6	1.1	-9	-2	4
10: O=C(NC(=S)N1CCCCC1CO)c1cc(Br)ccc1Cl (stereo not given)
  /	-8	-19	-4	11	12	/	-5	0
11: O=C(CCN1C(=O)c2ccncc2C1=O)NCc1ccc(Cl)cc1
  -2	-29	1	0	1	0.0	-19	-2	16
12: COC(=O)C(Cc1ccc(O)cc1)NC(=O)C(C)NC(=O)c1ccc(C(C)(C)C)cc1 (stereo not given)
  -15	-8	-17	-18	0	0.9	-5	-4	-1
13: CC(C)CC(CO)N1CCN(C(=O)c2ccc(Cl)cc2Cl)CCC1=O (stereo not given)
  -3	1	11	4	-10	0.9	2	-4	14
14: COc1nc(N)nc(NC(=O)c2cccs2)c1N=O
  -3	-8	3	15	-1	8.8	6	-3	3
15: Cc1cnc(C(=O)Nc2ccc(F)c(F)c2)cn1
  -4	-2	-2	22	-2	2.5	-10	-2	6
16: CN1CCS/C1=C/C=C1/SC(=S)N(Cc2ccccc2)C1=O
  23	25	12	11	16	11	-10	12	36
17: CC(=O)c1ccc(OCCn2cnc3ccccc32)cc1
  0	-5	0	-14	9	0.9	-10	-7	3
18: CCOc1cccc(NC(=O)/C(C#N)=C/c2cccnc2)c1
  0	2	-5	4	-5	0.1	-3	-1	0
19: COC(=O)c1[nH]c(C)c(/C(O)=C2\C(=O)C(=O)N(CCN(C)C)C2c2cccc(OC)c2OC)c1C (stereo not given)
  1	-5	5	9	-10	0.2	7	-5	6
20: CCn1c(SCC(=O)N(C)Cc2ccc(OC)c(F)c2)nc2cc(S(N)(=O)=O)ccc21
  -14	-10	5	6	4	0.5	-2	-5	-2
21: CCOC(=O)C1CCN(C(=O)/C=C/c2cccs2)CC1
  -26	3	-14	-11	8	-0.2	-2	-3	7
22: Brc1ccc2nc3c(n2c1)CCCC3
  -10	-9	-3	13	-4	-0.3	-3	-4	4
23: Clc1nc(-c2cccnc2)nc2scc(-c3ccccc3)c12
  -33	3	36	8	2	0.9	3	-9	10
24: Cn1nnnc1SCC(=O)N1CCN(C(=O)c2ccco2)CC1
  14	-6	-1	16	-7	1.5	-13	-2	1
25: Cc1cccc(C)c1OCC(=O)Nc1cccc(C(=O)O)c1
  -6	-16	-17	7	-15	0.6	-10	-1	3
26: COCC(=O)NCc1nc2ccccc2[nH]1
  -5	-9	-6	16	-8	1.4	-9	-3	12
27: Cc1ccccc1N1CCN(C(=O)c2cc(C3CC3)nn2-c2ccccc2)CC1
  -25	7	-1	-2	-17	0.1	-7	-7	7
28: CS(=O)(=O)c1ccc2nc(NC(=O)Cc3ccccc3)sc2c1
  -8	3	-5	5	21	0.0	1	-5	3
29: O=S(=O)(Nc1nc(-c2ccccc2)cs1)c1cccc(C(F)(F)F)c1
  -12	3	1	-17	16	-0.3	-7	-4	-3
30: CCC1CCCCN1C(=O)CSc1nc(C)cc(C)n1 (stereo not given)
  -11	-1	9	-8	-13	0.1	-3	0	6
31: CCCc1ccc(S(=O)(=O)N2CCN(C(=O)c3cc(C)on3)CC2)cc1
  /	-5	10	20	-6	2.0	/	2	0
32: C/C(=N\N1CCN(Cc2ccc(Cl)cc2)CC1)c1ccc([N+](=O)[O-])cc1
  -6	-6	2	13	-7	0.7	-4	-5	4
33: N#Cc1ccc(NC(=O)CCc2ccc(S(=O)(=O)N3CCOCC3)cc2)cc1
  11	-10	2	14	-9	1.3	-2	-5	5
34: Nc1ncc(Br)cc1S(=O)(=O)NCCc1ccccc1
  -13	21	-27	18	-22	2.0	-2	-5	1
35: CSc1nsc(SCC(=O)NCc2ccccc2)n1
  -11	-6	14	-19	-2	-0.2	-1	-3	1
36: CCc1[nH]nc(C(=O)N2CCCC(CO)(Cc3ccc(F)cc3F)C2)c1C (stereo not given)
  -4	-10	-19	5	-9	6.5	-10	5	15
37: Cc1ccc(CCN2CC(C(=O)NCCN(C)C)CC2=O)cc1 (stereo not given)
  -2	-4	-5	-10	8	0.2	-9	-2	-1
38: O=S(=O)(O)c1ccc(NN=Cc2ccccc2O)cc1
  /	8	16	5	-9	0.4	/	2	4
39: CC1CCCC(NC(=O)COC(=O)C2=COCCO2)C1C (stereo not given)
  /	-10	-9	21	-17	1.3	/	-3	1
40: CN1CCN(S(=O)(=O)c2ccc(NC(=S)NC(=O)C3CCCCC3)cc2)CC1
  -1	-10	-4	11	-10	1.7	-5	-8	1
41: CCOc1ccccc1C(=O)NCC(=O)OCc1c(C)noc1C
  -15	-8	3	16	0	0.8	-3	-5	1
42: C=CCn1c(COc2ccc(F)cc2)nnc1SCC(=O)N1CC(=O)Nc2ccccc21
  -1	4	23	13	1	1.6	2	-6	15
43: C=CCNC(=S)Nc1sc2c(c1C#N)CCCC2
  -3	-3	11	27	-19	1.6	0	-7	3
44: CN(CCc1ccccc1)C(C(=O)Nc1ccc2c(c1)OCCO2)C1CC1 (stereo not given)
  /	-13	-12	24	-11	2.2	/	-4	18
45: COc1ccc(S(=O)(=O)N2CCC(C(=O)NCc3ccncc3)CC2)cc1
  -8	-3	-3	4	-15	0.6	-7	-2	0
46: Cc1c(NC(=O)CSc2nnc(-c3cccnc3)n2N)c(=O)n(-c2ccccc2)n1C
  -6	-1	-29	32	-26	1.3	1	-2	8
47: C=CCNC(=O)C1CC2c3ccccc3C1c1ccccc12 (stereo not given)
  -29	-18	-33	4	0	0.7	2	-3	3
48: O=C(c1cnc2n(c1=O)CCS2)N1CCN(c2ccccc2F)CC1
  -18	-2	1	19	4	0.6	1	1	0
49: Cc1ccc(S(=O)(=O)Nc2c(NC3CCCCC3)c3ccccc3oc2=O)cc1C
  -25	8	29	4	-12	1.5	-12	-3	0
50: C/C(=N\NC(=O)CSc1nc2ccccc2o1)c1ccc(O)cc1
  -13	1	0	19	-15	0.3	-16	-2	7
51: CCc1cc2cc3c(cc2nc1SCC(=O)Nc1nccs1)OCO3
  -2	-11	1	14	-14	0.2	1	-2	-2
52: Cc1ccc(C)c(Cn2ncc3ccccc32)c1
  -22	-19	1	10	-9	-0.4	-9	-5	-1
53: CCc1ccc(C2NC(=S)NC3=C2C(=O)CCC3)cc1 (stereo not given)
  -5	21	-14	6	5	0.3	-1	-7	10
54: Oc1c(CN2CCN(c3ccc(F)cc3)CC2)cc(Cl)c2cccnc12
  -3	-5	-2	-15	3	0.6	-4	-6	7
55: CCOc1ccccc1N/C=C(\C#N)c1nc2ccccc2n1C
  -9	-10	-10	18	-14	0.7	-8	-4	3
56: CCc1ccccc1NC(=O)CCN1C(=O)c2ccccc2C1=O
  -8	-43	4	-6	11	-0.1	-9	1	12
57: O=C(Nc1ccc(O)cc1)c1cc2n(n1)C(C(F)(F)F)CC(c1ccco1)N2 (stereo not given)
  2	-13	14	15	-7	3.0	-24	7	29
58: COC(=O)c1c(C)oc2ccc(N(C(=O)c3ccncc3)S(=O)(=O)c3ccc(C)cc3C)cc12
  38*	19	14	-5	21	14	-7	0	2
59: Nc1c(C(=O)Nc2ccc(Cl)c(C(=O)O)c2)sc2nc3c(cc12)CCCC3
  -13	-1	-12	13	-4	0.9	-1	-1	0
60: Cc1cc(=O)[nH]c2cc(O)ccc12
  -5	-12	2	23	-26	1.0	-1	-2	0

# Of the compounds above, these have a CF3 group:
# Below each SMILES – CHO parental Ca	CHRM1 antagonist	TAAR1 antag	CHO-K1 Ca PAM	CHO-K1 Ca antag	CHO-K1 Ca ag	OXTR potentiate	CHRM1 agonist	TAAR1 agonist
29: O=S(=O)(Nc1nc(-c2ccccc2)cs1)c1cccc(C(F)(F)F)c1
  -12	3	1	-17	16	-0.3	-7	-4	-3
57: O=C(Nc1ccc(O)cc1)c1cc2n(n1)C(C(F)(F)F)CC(c1ccco1)N2 (stereo not given)
  2	-13	14	15	-7	3.0	-24	7	29

# Further compounds.
# Below each SMILES – CHO parental Ca	CHRM1 antagonist	TAAR1 antag	CHO-K1 Ca PAM	CHO-K1 Ca antag	CHO-K1 Ca ag	OXTR potentiate	CHRM1 agonist	TAAR1 agonist
61: COc1cccc(CN2CCNC(=O)C2CC(=O)NCC(C)(C)N2CCOCC2)c1OC (stereo not given)
  -2	-21	-9	-15	1	0.5	-9	1	0
62: COCCN(C(=O)CNC(=O)c1ccco1)C(C(=O)NC1CCCC1)c1cccc(OC)c1 (stereo not given)
  -2	-12	1	-5	-5	0.4	-3	-4	3
63: C=CCN([C@@H](CC(C)C)C(=O)OC)S(=O)(=O)N(CC=C)[C@@H](CC(C)C)C(=O)OC
  -1	5	32	15	-15	-0.9	-2	-2	8
64: COCC(C)NC(=O)Cc1ccc(F)cc1 (stereo not given)
  -10	-4	-16	15	-6	0.3	-4	-6	2
65: COc1ccc(NC(=O)CCNS(=O)(=O)c2ccc(C)c(C)c2)cc1OC
  -3	-20	-10	-7	-10	1.3	-23	1	1
66: CCCOc1cccc(OCC(=O)Nc2nc3ccccc3[nH]2)c1
  -9	-11	1	21	-7	3.7	-5	-11	2
67: CCOc1ccccc1C(C(=O)NC1CCCC1)N(C(=O)c1csnn1)C1CC1 (stereo not given)
  -9	1	-2	12	-19	1.1	-7	-2	-4
68: N#Cc1ccc2ccn(CC(=O)NCc3ccccc3)c2c1
  -8	-3	-11	-3	-2	0.6	-3	-11	-1
